Compound activity deposited in PubChem BioAssay by National Center for Advancing Translational Sciences (NCATS).
CBFb-RUNX1 inh = CBF-beta/RUNX1 interaction disruption. Q01196+Q13951. AlphaScreen CBFb-His/RUNX1-biotin binding, biochemical. Potency, µM (top dose mostly 59.8 µM), for inactives: top-dose activity, negative = inhibition, hits mostly inhibitors. 230,000 tested, under 10 active; further: % of control where 0% means no effect
Target sequence (Q01196 whole entry, looked up): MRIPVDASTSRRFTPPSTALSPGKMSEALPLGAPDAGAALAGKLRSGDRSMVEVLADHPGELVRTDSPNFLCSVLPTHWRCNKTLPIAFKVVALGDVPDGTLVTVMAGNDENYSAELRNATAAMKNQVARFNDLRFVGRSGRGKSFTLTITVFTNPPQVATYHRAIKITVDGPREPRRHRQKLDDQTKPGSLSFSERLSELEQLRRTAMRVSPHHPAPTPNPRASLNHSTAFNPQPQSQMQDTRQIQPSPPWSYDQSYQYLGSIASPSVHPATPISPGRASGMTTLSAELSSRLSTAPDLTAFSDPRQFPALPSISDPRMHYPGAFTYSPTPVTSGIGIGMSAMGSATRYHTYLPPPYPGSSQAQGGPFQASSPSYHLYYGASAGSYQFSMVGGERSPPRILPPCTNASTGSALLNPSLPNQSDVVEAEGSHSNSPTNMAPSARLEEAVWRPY
Target sequence (Q13951 whole entry, looked up): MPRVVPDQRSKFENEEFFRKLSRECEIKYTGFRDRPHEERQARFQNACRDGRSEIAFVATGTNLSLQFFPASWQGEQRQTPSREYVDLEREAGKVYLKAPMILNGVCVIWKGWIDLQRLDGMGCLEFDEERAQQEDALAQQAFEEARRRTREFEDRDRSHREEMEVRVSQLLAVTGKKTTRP
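Interaction loss through any mechanism counts as activity. Pre-formed complex of His-CBF-beta and biotin-RUNX1 (30 nM apiece) is incubated with compound 15 min, then with 50 ng nickel and 50 ng streptavidin beads for 90 min before AlphaScreen detection.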
LMNA splice mod = LMNA splicing modulation | HeLa LMNA splicing GFP/RFP minigene ratio, 48 h | Potency, µM (highest dose often 46.1 µM), for inactives: at the highest dose ratio change, negative = inhibition, hits mostly inhibitors | 200,000 compounds, 0.01% hits | AID 1487; active means well fitted inhibition curve with a large enough effect in the signal ratio, with a control signal flat, not every such curve was filed as active; inconclusive means small, poorly fitted or top-dose-only effect, or effect the other way, or a change in a side signal; the % refers to the signal ratio; further: potency means the concentration at half of the fitted maximal effect; on the % scale 0 is the no-effect control and ±100 the full control effect
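Read-out is the ratio of GFP to DsRed2 object intensity, acquired by 488 nm laser-scanning cytometry on HeLa lamin A-EGFP minigene reporter cells. Compound incubation 48 hrs at 37 °C in Opti-MEM with 2% FBS; DMSO 0.5% final.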
IMPase Li cell = IMPase inhibition in cells with lithium potentiation; 210,000 compounds, 0.35% hits; Potency, µM (titrated, usually from 59.4 µM), for inactives: top-dose activity, negative = IMPase inhibition, actives largely listed as inhibitors; CHO-M1 cells, IP1 TR-FRET (IP-One), carbachol + lithium;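 further: IP1 builds up when IMPase is blocked and the TR-FRET signal falls; potency means the concentration at half of the fitted maximal effect; plate controls were basal vehicle for no effect and high inhibitor control for full effect; nearly all actives have a fitted effect of over 50% in size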
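CHO-M1, 2000 cells/well, 16–30 h culture; cpd + low Li+, 30 min 37C; lysis with d2-IP1/Eu-anti-IP1 Ab, 10 min RT; TR-FRET 665/620 ratio and 620 channel; AC50 via Hill.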
Epigenetic derep = regulators of epigenetic silencing causing reporter derepression in mouse cells; murine LDR cells, GFP reporter derepression, 30 h; Potency, µM (titrated, usually from 53.9 µM), without a hit: top-dose GFP activation, actives largely listed as activators; 280,000 compounds, 0.2% hits; AID 1865; further: potency means the concentration at half of the fitted maximal effect; % of control where 0% means no effect; nearly all actives have a fitted effect of over 60% in size
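In this reporter-derepression format, murine cells bearing a silenced integrated CMV-GFP locus incubate with test compound (30 h, 37 C), then are washed and imaged; fluorescent objects of 20–120 um count as induced cells.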
KinaseGlo FLuc = blocks Kinase-Glo luciferase, a counter-screen artifact | Q27757 | 200,000 compounds, 0.28% hits | Potency, µM (doses to about 38.3 µM), without a hit: at the top dose activity change, negative = inhibition, usual class: inhibitors | Kinase-Glo luciferase, ATP luminescence, 8 min; further: potency means the concentration at half of the fitted maximal effect; on the % scale 0 is the no-effect control and ±100 the full control effect; nearly all actives have a fitted effect of over 60% in size
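Inhibition of Kinase-Glo luciferase light generation was assessed at 10 uM ATP in pH 7.2 imidazole buffer, with luminescence measured after eight minutes at ambient temperature.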
aGal spleen mod = inhibitors or activators of human alpha-galactosidase in spleen homogenate; human spleen homogenate, 4MU-alpha-Gal fluorescence, 40 min; P06280; Potency, µM (series often up to 80 µM), inactives show at the highest dose activity change, negative = inhibition, usual class: inhibitors; 240,000 compounds, 0.008% hits; AID 2107;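 further: potency means the concentration at half of the fitted maximal effect; 0% = enzyme with vehicle and -100% = no enzyme basal signal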
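qHTS titration in buffer at pH 5.0. Alpha-galactosidase activity in spleen homogenate was measured via 4-methylumbelliferone release from 1 mM fluorogenic substrate after 40 min at 37C and a pH 10 stop. AC50 came from Hill fits of control-normalized data.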
NPSR antag = blocks cAMP signaling of the human neuropeptide S receptor. Q6W5P4. CHO-NPSR cells, cAMP TR-FRET, antagonist mode. Potency, µM (doses to about 38.3 µM), without a hit: at the top dose activity change, negative = inhibition, actives largely listed as inhibitors. 220,000 compounds, 1% hits. AID 1461; further: potency means the concentration at half of the fitted maximal effect; on the % scale 0 is the no-effect control and ±100 the full control effect; nearly all actives have a fitted effect of over 50% in size; many of its hits are not listed in these tables
Target sequence (Q6W5P4 whole entry, looked up): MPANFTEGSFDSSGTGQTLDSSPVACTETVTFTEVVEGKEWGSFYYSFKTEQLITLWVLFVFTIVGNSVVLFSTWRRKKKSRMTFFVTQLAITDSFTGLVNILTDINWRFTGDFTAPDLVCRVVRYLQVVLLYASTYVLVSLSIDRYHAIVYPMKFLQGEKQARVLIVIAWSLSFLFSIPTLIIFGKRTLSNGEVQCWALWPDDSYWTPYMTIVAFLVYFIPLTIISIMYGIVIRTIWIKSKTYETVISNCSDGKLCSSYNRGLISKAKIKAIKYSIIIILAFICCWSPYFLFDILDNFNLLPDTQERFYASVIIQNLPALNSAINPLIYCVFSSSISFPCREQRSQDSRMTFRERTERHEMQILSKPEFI
An asterisk follows results filed as active; ? = inconclusive; / = no result given; & = joins results of further samples; [ ] = remark or other dose. Unless noted, the call rests on the fitted dose curve; in most records, active means well fitted curve in the direction sought with a large enough effect; inconclusive means small, poorly fitted or top-dose-only effect, or another doubt; inactive means no such curve, though single readings can be large; an effect the other way counts as inactive or inconclusive.

The first three compounds (preview)
Below each compound: aGal spleen mod | KinaseGlo FLuc | NPSR antag | LMNA splice mod | Epigenetic derep | IMPase Li cell | CBFb-RUNX1 inh
- COc1cc(C2C(C(=O)c3ccco3)=C(O)C(=O)N2c2cc(C)on2)cc(Br)c1O (configuration not stated)
 : -3% | 1% | -9%[46.1 µM] | 5% | -0.3% | 3%[38.3 µM] | 1%
- Oc1cccc(/C=N/Nc2ncnc3c2ncn3Cc2ccccc2)c1
 : 3% | 0% | -14% | 1% | -0.9% | 6% | -11%
- Cc1cc(CNC(=O)Cn2cc([N+](=O)[O-])cn2)c2ccccc2n1
 : 3% | -1% | 6% | / | -0.1% | ? | 1%

This part in full, previewed entries included:
Below each compound: aGal spleen mod | KinaseGlo FLuc | NPSR antag | LMNA splice mod | Epigenetic derep | IMPase Li cell | CBFb-RUNX1 inh
- COc1cc(C2C(C(=O)c3ccco3)=C(O)C(=O)N2c2cc(C)on2)cc(Br)c1O (configuration not stated)
 : -3% | 1% | -9%[46.1 µM] | 5% | -0.3% | 3%[38.3 µM] | 1%
- Oc1cccc(/C=N/Nc2ncnc3c2ncn3Cc2ccccc2)c1
 : 3% | 0% | -14% | 1% | -0.9% | 6% | -11%
- Cc1cc(CNC(=O)Cn2cc([N+](=O)[O-])cn2)c2ccccc2n1
 : 3% | -1% | 6% | / | -0.1% | ? | 1%
- NS(=O)(=O)c1ccc(CCNC(=O)CCCn2c(=O)[nH]c3ccc(Br)cc3c2=O)cc1
 : 9% | -1% | 13% | / | -2.2% | -1% | 2%
- COc1ccc(CNC(=O)Nc2ccc(C)cc2C)cc1
 : -2% | -2% | 14% | / | -0.1% | -3% | 19%
- O=C(c1cc(F)c(F)cc1Cl)N1CCOCC1
 : -9% | -1% | -7%[46.1 µM] | 1% | -1.6% | -16%[38.3 µM] | -3%
- CCCOc1ccc(/C=C/C(=O)Nc2ccc([N+](=O)[O-])cc2)cc1
 : -5% | / | ? | ? | 0.3% | / | 2%
- CC(=O)N(C)c1ccc(N=Nc2c(C)[nH]n(C(N)=S)c2=O)cc1
 : 3% | 0% | -28% | ? | 0.2% | -9% | -5%
- COc1cccc(CN(C)C(=O)c2ccc3nccnc3c2)c1
 : 2% | 0% | -4%[46.1 µM] | 9% | 0.8% | 22%[38.3 µM] | -13%
- Cc1cc(C)cc(N(CC(=O)NCc2ccco2)C(=O)CCC(=O)Nc2ccccn2)c1
 : -1% | -6% | -25%[46.1 µM] | -3% | -0.7% | 17%[38.3 µM] | 3%
- CN(C)S(=O)(=O)Oc1ccccc1C(=O)Nc1ccc(F)cc1F
 : 1% | 0% | 3% | ? | 2.6% | 2% | 4%
- CC(C)NC(=O)CN1C(=O)C(=O)c2ccccc21
 : 4% | -3% | 11%[46.1 µM] | -5% | 0.0% | 5% | 14%
- COc1ccc(C(=O)OCC(=O)c2cc(OC)ccc2OC)c(OC)c1
 : -1% | 1% | -15%[46.1 µM] | -5% | -0.8% | -1%[38.3 µM] | 3%
- O=C(CCCN1C(=O)c2cccc3cccc(c23)C1=O)N1CCN(c2ccc(F)cc2)CC1
 : 11% | 4% | 32% | / | -8.7% | 7% | 0%
- CC(=O)Nc1nc2cccc([N+](=O)[O-])c2s1
 : 0% | 0% | 7% | / | -1.1% | -17% | 0%
- O=C(NCC(=O)N1CCCC1C(=O)O)OC1CCCCC1 (configuration not stated)
 : 11% | 4% | -5%[46.1 µM] | -4% | 1.3% | -5%[38.3 µM] | -5%
- COc1ccc(CNC(=O)C(CCSC)NC(=O)c2ccco2)cc1 (configuration not stated)
 : -2% | 0% | 7%[46.1 µM] | -1% | -4.5% | 29%[38.3 µM] | -3%
- CCOc1ncccc1C(=O)Nc1nnc(C2CC2)s1
 : -9% | 1% | -1% | -10%[46 µM] | -1.5% | 4% | -9%
- CC(C)NCC(O)COCCOc1ccc(C(C)(C)C)cc1 (configuration not stated)
 : -3% | -1% | 13% | -5% | -1.0% | 4% | -2%
- COc1cc(C2NCC(c3ccc(Cl)cc3Cl)c3c2[nH]c2ccccc32)cc(OC)c1OC (configuration not stated)
 : 0% | 4% | -51% | ? | 0.0% | 5% | -19%
- CC(=O)Nc1nc(C=C(Cl)Cl)cs1
 : 4% | 1% | 10%[46.1 µM] | -6% | 0.0% | 23%[38.3 µM] | -5%
- COc1ccc(C(O)Cc2nc3ccccc3n2C)cc1OC (configuration not stated)
 : -2% | 2% | 5%[46.1 µM] | -12% | 2.0% | 7% | 5%
- Cc1c(CN2CCCC(C(=O)c3cccc(Cl)c3)C2)c(=O)n(-c2ccccc2)n1C (configuration not stated)
 : -1% | -1% | -11% | / | -0.6% | 16% | 5%
- O=c1oc2ccccc2c(NCCO)c1[N+](=O)[O-]
 : -6% | 1% | 11% | / | -3.6% | 0% | -18%
- C=CCN(CC=C)S(=O)(=O)c1ccc2nsnc2c1
 : -7% | 2% | -4%[46.1 µM] | 22% | -1.0% | 28%[38.3 µM] | -2%
- COc1ccc(S(=O)(=O)NC(Cc2cnc[nH]2)C(=O)O)cc1 (configuration not stated)
 : -2% | 0% | 14% | -7% | -1.1% | 8% | -29%
- Cc1cccc(C)c1NC(=O)C(NS(=O)(=O)c1cccs1)c1ccccc1 (configuration not stated)
 : 8% | 0% | 0% | 3% | 0.8%&-1.8% | 2% | -2%
- Nc1nc(N)c(N=Nc2ccc(S(N)(=O)=O)cc2)c(=O)[nH]1
 : -11% | / | 25% | / | 1.3% | / | 2%
- CCOC(=O)C1CCCCN1Cc1cccc(F)c1 (configuration not stated)
 : -1% | 0% | -11%[46.1 µM] | -7% | 0.0% | 39%[activator][38.3 µM] | 4%
- Nc1nc(-c2ccc(Cl)cc2)cc(C(F)(F)F)n1
 : -1% | 3% | 3%[46.1 µM] | 1% | 0.9% | -21% | 8%
- CN(C)S(=O)(=O)c1cccc(NC(=O)Cn2cnc3ccccc3c2=O)c1
 : -3% | -1% | -11%[46.1 µM] | 5% | 1.8% | -7%[38.3 µM] | 1%
- CCOC(=O)c1ccc(S(=O)(=O)NNC(=O)c2ccc3c(c2)nc(C)n3CC)cc1
 : -3% | 5% | 0% | 6%[46 µM] | -0.2% | 2% | 1%
- CCOC(=O)CSc1nnc2n(Cc3ccccc3)c(=O)c3c4c(sc3n12)CCC4
 : 3% | / | ? | -7% | -5.3% | / | 0%
- Cc1ccccc1N=Nc1c(C)[nH]n(C(N)=S)c1=O
 : -1% | 3% | -17% | -17% | 1.0% | 6% | -24%
- CCN1CCN(c2ncc3c(n2)CC(c2ccc(OC)c(OC)c2)CC3=O)CC1 (configuration not stated)
 : 8% | -2% | -5%[46.1 µM] | 8% | -1.0% | -1%[38.3 µM] | 7%
- Brc1ccc(-c2csc3ncnc(-n4nnc5ccccc54)c23)cc1
 : -4% | -4% | -31% | 6% | -1.3% | 8% | -1%
- COC(=O)C(C#N)c1nc2ccccc2nc1N1CCCC1 (configuration not stated)
 : 3% | 2% | -10%[46.1 µM] | 1% | -1.0% | 42%[activator][38.3 µM] | -11%
- O=C(COc1cccnc1[N+](=O)[O-])N1CCc2ccccc21
 : 5% | -2% | 7% | -16%[9.22 µM] | 0.2% | 5% | 4%
- CC(=O)Oc1ccc2ccccc2c1C(NC(=O)Cc1ccccc1)c1ccc(Cl)cc1 (configuration not stated)
 : 2% | 2% | ? | ? | -1.2% | 3%[38.3 µM] | -1%
- Cc1ccc(N=C2NC(=O)/C(=C/c3cccnc3)S2)c(C)c1
 : -12% | / | ? | / | 1.2% | / | -8%
- N#C/C=C(/N)c1ccc(Br)cc1
 : 2% | -2% | -6%[46.1 µM] | 3% | 8.6% | 7%[38.3 µM] | 5%
- COc1ccc(C2C/C(=N\O)C(C)(C)O2)cc1 (configuration not stated)
 : 0% | -2% | -11%[46.1 µM] | 4% | 0.0% | -12%[38.3 µM] | 1%
- COC(=O)Cn1cnc2sc3c(c2c1=O)CCCC3
 : -12% | -2% | 4% | -4%[46 µM] | -1.9% | -3% | 4%
- Cc1cc[n+](-c2[nH]c(=O)sc2/C=N/NC([S-])=Nc2ccccc2)cc1C
 : 0% | 2% | -10% | -11% | -1.0% | -6% | -18%
- Cc1ccc(NC(=O)CCC(=O)NNC(=O)c2ccccc2)c(C)c1
 : -9% | 2% | 11% | 11%[46 µM] | 2.1% | -3% | 4%
- COc1ccc(N(CC(=O)Nc2cccc(C)c2C)S(=O)(=O)c2c(C)[nH]c(=O)[nH]c2=O)cc1
 : 10% | / | 11% | / | 0.0% | / | 7%
- O=C(Nc1cc(S(=O)(=O)N2CCOCC2)ccc1Cl)c1cc(=O)c2ccccc2o1
 : 1% | 3% | 5% | / | -2.4% | -10% | -6%
- Cc1[nH]c2ccccc2c1C(=O)CN1C(=O)NC2(CC(C)CC(C)(C)C2)C1=O (configuration not stated)
 : 5% | 1% | -14% | -13% | 0.0% | 2% | 5%
- CCN(CC)CCCNC(=O)C1CCC(=O)N(c2ccc(OC)cc2)C1c1ccc(F)cc1 (configuration not stated)
 : -10% | 0% | 6%[46.1 µM] | -2% | 0.0% | -5%[38.3 µM] | 1%
- CC1C2=C(CC(C)(C)CC2=O)NC2=C1C(=O)CC(C)(C)C2
 : ? | 4% | -11% | / | -2.2% | 6% | -1%
- CCCC1CCC(C2=N/C(=C\c3ccc(OC)c(OC)c3)C(=O)O2)CC1 (configuration not stated)
 : 6% | -2% | -6%[46.1 µM] | 7% | -1.0% | 18%[38.3 µM] | 4%
- COc1ccc(-n2c(C)cc(C(=O)Cn3nnc4ccccc4c3=O)c2C)cc1
 : 6% | 0% | -25%[46.1 µM] | ? | 4.9% | 23%[38.3 µM] | -12%
- CCCCCCc1cc2cc(C(=O)Nc3cccc(OC)c3)c(=O)oc2cc1O
 : 1% | -1% | -12% | 1% | -1.1% | 3% | -1%

Grouped by structure, the compounds so far with a COOH group.
Below each compound: aGal spleen mod | KinaseGlo FLuc | NPSR antag | LMNA splice mod | Epigenetic derep | IMPase Li cell | CBFb-RUNX1 inh
- O=C(NCC(=O)N1CCCC1C(=O)O)OC1CCCCC1 (configuration not stated)
 : 11% | 4% | -5%[46.1 µM] | -4% | 1.3% | -5%[38.3 µM] | -5%
- COc1ccc(S(=O)(=O)NC(Cc2cnc[nH]2)C(=O)O)cc1 (configuration not stated)
 : -2% | 0% | 14% | -7% | -1.1% | 8% | -29%

These rows are one share of the data; count on the stated rates, not on these rows.
